All columns: NCI-60 one-dose screen, growth in % after 48 h at 10 µM unless noted; 100 = growth as untreated, 0 = no growth, -100 = all killed.
TK-10: TK-10 renal cancer cells; actives 3.9% (n = 81,000); AID 1794769
UO-31: UO-31 renal cancer | actives 5.2% (n = 81,000)
SN12C: SN12C renal cancer cells | actives 3.8% (n = 81,000) | AID 1794767
OVCAR-4: OVCAR-4 ovarian cancer cells; actives 3.7% (n = 80,000)
OVCAR-5: OVCAR-5 ovarian cancer; actives 2.9% (n = 82,000); AID 1794783
IGROV1: IGROV1 ovarian cancer | actives 4.7% (n = 79,000) | AID 1794786
SK-OV-3: SK-OV-3 ovarian cancer cells; actives 3.2% (n = 80,000); AID 1794785
786-0: 786-0 renal cancer cells; actives 5.1% (n = 81,000)
Starred values were filed as active, the others as inactive; / = not tested or not shown; & = joins results of further samples. How the source made its calls: active means growth percent below 10; inactive means the rest. Rows are unselected. About 8.7% of those tested had a hit in this group.

SMILES	TK-10	UO-31	SN12C	OVCAR-4	OVCAR-5	IGROV1	SK-OV-3	786-0
O=C(Nc1cc(Cl)ccc1Cl)c1ccc(C(=O)Nc2cc(Cl)ccc2Cl)cc1	107	82	102	108	96	101	96	107
N#Cc1cnc(=S)n(-c2cc(C(F)(F)F)cc(C(F)(F)F)c2)c1N	109	84	96	89	104	109	97	102
Cc1c(C(=O)NCCN2CCOCC2)cn2ncnc(Oc3ccc(NC(=O)NC4CC4)c(F)c3)c12	98	87	87	87	95	101	95	100
COc1cccc(C2(Cc3cccc(Cl)c3)C(=O)Nc3cc(Cl)ccc32)c1 (stereo not given)	81	72	84	83	87	81	86	93
Cc1c(C(C)N)nnn1-c1ccccc1 (stereo not given)	95	85	110	107	101	108	92	97
OC1CCN(C2=Nn3c(nnc3-c3cc(C(F)(F)F)cc(C(F)(F)F)c3)SC2)CC1	/	73	95	114	114	95	/	/
CCCCOC(Cc1ccccc1)OCCCC	94	88	102	102	110	116	105	100
O=[N+]([O-])c1cccnc1Oc1cccnc1	113	98	111	102	103	122	110	104
C=C1C(=O)O[C@H]2[C@H]1CC/C(C(=O)N[C@H]1C[C@H](O[C@H]3C[C@](O)(C(=O)CO)Cc4c(O)c5c(c(O)c43)C(=O)c3c(OC)cccc3C5=O)O[C@@H](C)[C@H]1O)=C\CC[C@@]1(C)O[C@@H]21	90	80	63	101	93	69	88	76
CCC(=O)CC(=O)c1ccccc1	100	/	99	100	90	102	111	/
COc1cc(-c2cnco2)ccc1OCc1c(C)c(COc2ccc(-c3cnco3)cc2OC)c(C)c(COc2ccc(-c3cnco3)cc2OC)c1C	102	91	99	112	106	94	/	113
Cc1ccc2nc(-c3c(N)n[nH]c3CCCO)[nH]c(=O)c2c1	109	64	104	106	110	7.3*	108	101
COc1cccc(C2C3=C(COC3=O)N(CCO)c3cc4c(cc32)OCCO4)c1 (stereo not given)	67	75	31	24	30	14	23	19
Nc1nonc1-c1nc2ccccc2n1Cc1cc2c(cc1Br)OCO2	101	97	92	52	92	97	89	90
O=C(Nc1ccc(OCc2nnc(-c3ccccc3)o2)c(F)c1)Nc1ccc(Cl)c(C(F)(F)F)c1	34	-19*	16	27	64	36	52	53
CC(=O)Nc1cccc(-c2ccc(C#N)n2C)c1	96	94	105	100	97	105	104	98
CCCCCC(O)(CCC)CCCCC	99	86	107	101	102	105	108	97
O=C1CC(c2ccc(Cl)cc2)Cc2oc3cc(O)c(O)cc3c21 (stereo not given)	100	31	71	74	113	24	91	94
CC1(C)CC(=O)C=C(N)C1	99	86	99	92	89	101	145	106
CC(Nc1ccc(S(=O)(=O)Nc2ncccn2)cc1)c1ccc2cccnc2c1O (stereo not given)	110	81	105	99	/	112	106	106
COc1ccc(-c2cc(NC(=O)Nc3nc4ccccc4s3)no2)cc1	113	76	97	89	96	91	93	97
Cc1c[n+]([O-])ccc1Br	105	82	101	110	110	95	89	104
Cc1cccc(-c2nc(Nc3cccc(C(=O)O)c3)c3ccccc3n2)c1	118	68	86	88	136	118	110	83
C(=N\Nc1ccc2ccccc2n1)/c1ccccn1	48	-30*	18	22	47	2.7*	26	22
COc1ccc(/C=C/C(=O)c2cc(S(=O)(=O)NNC(=O)c3ccncc3)c(OC)cc2OC)cc1	111	89	98	107	114	106	105	105
O=C1/C(=C/c2ccc([N+](=O)[O-])cc2)Oc2ccc(O)c(O)c21	103	72	90	72	110	104	102	101
O=C(Nc1cccc2ccccc12)OCc1ccccc1	109	82	108	110	96	114	120	101
COc1ccc(-c2nc3nonc3[nH]c2=O)cc1	118	97	107	98	105	106	93	93
O=C(O)CC(C(=O)O)N1C(=O)/C(=C/c2cccnc2)SC1=S (stereo not given)	103	92	107	98	104	102	103	99
CN1CCN(C2=C(Cl)C(=O)c3ccccc3C2=O)CC1	93	75	79	84	119	61	102	85

Shown in markdown: entries from further up
| Structure | TK-10 | UO-31 | SN12C | OVCAR-4 | OVCAR-5 | IGROV1 | SK-OV-3 | 786-0 |
| --- | --- | --- | --- | --- | --- | --- | --- | --- |
| CCCCCC(O)(CCC)CCCCC | 99 | 86 | 107 | 101 | 102 | 105 | 108 | 97 |
| COc1ccc(-c2nc3nonc3[nH]c2=O)cc1 | 118 | 97 | 107 | 98 | 105 | 106 | 93 | 93 |
| O=C(Nc1cccc2ccccc12)OCc1ccccc1 | 109 | 82 | 108 | 110 | 96 | 114 | 120 | 101 |
| CN1CCN(C2=C(Cl)C(=O)c3ccccc3C2=O)CC1 | 93 | 75 | 79 | 84 | 119 | 61 | 102 | 85 |

Next part:
SMILES	TK-10	UO-31	SN12C	OVCAR-4	OVCAR-5	IGROV1	SK-OV-3	786-0
CCOC(=O)CCN(C(=S)Nc1ccccc1)C1CCCCC1	92	106	106	116	116	113	105	96
CC(=O)OCC1(C)OC(=O)N(Cc2ccccc2F)C1=O (stereo not given)	106	94	101	104	105	110	98	96
CCCCNC(=O)c1ccccc1C	97	94	99	104	94	96	97	93
COc1ccc2[nH]c(O)c(N=NC(=O)c3ccc4nc(-c5ccc(C)cc5)[nH]c4c3)c2c1	115	89	109	113	120	112	104	107
c1ccc(C2=NN(c3ccccc3)C3=C4N(c5ccccc5)N=C(c5ccccc5)N4c4[nH]c(-c5ccccc5)cc4N23)cc1	95	74	98	108	95	/	104	109
Cc1cc(C)cc(C(=O)c2cc(Cl)ccc2OCCn2c(=O)ccn(CCOc3ccc(Cl)cc3)c2=O)c1	62	38	73	55	86	51	71	69
N#CC(C#N)=C(C#N)c1c[nH]c2ccccc12	99	64	79	73	102	75	83	82
CSc1oc(CCS(=O)(=O)c2ccc(C)cc2)nc1S(=O)(=O)c1ccc(C)cc1	89	71	106	92	100	98	107	100
CCOc1ccccc1/C=C1\CCc2ccccc2C1=O	104	82	98	86	98	94	110	88
O=C(C[n+]1cccc(Br)c1)c1ccc(I)cc1	102	83	98	118	106	99	97	103
COC(=O)c1cc2c(=O)[nH]cc3c2c(n1)CCC3	106	75	97	103	100	/	100	101
Nc1c(-c2nc3ccccc3c(=O)[nH]2)nnn1-c1ccc(Cl)cc1	73	48	95	-4.1*	98	83	69	82
Cc1ccc(OCc2ccc(Cl)cc2)cc1	89	100	107	98	114	110	109	100
Nc1c(C(=O)N/N=C/c2ccc(OCc3ccccc3)cc2)cnn1CC(O)c1ccccc1 (stereo not given)	95	88	100	118	113	91	103	98
O=C(Nn1cc(-c2ccc3ccccc3c2)sc1=NCc1ccccc1)c1cc2ccc1CCc1ccc(cc1)CC2	91	57	80	71	105	87	80	87

Looked up by structure from above (five):
SMILES	TK-10	UO-31	SN12C	OVCAR-4	OVCAR-5	IGROV1	SK-OV-3	786-0
Cc1ccc(OCc2ccc(Cl)cc2)cc1	89	100	107	98	114	110	109	100
Nc1c(-c2nc3ccccc3c(=O)[nH]2)nnn1-c1ccc(Cl)cc1	73	48	95	-4.1*	98	83	69	82
CCCCNC(=O)c1ccccc1C	97	94	99	104	94	96	97	93
CC(=O)OCC1(C)OC(=O)N(Cc2ccccc2F)C1=O (stereo not given)	106	94	101	104	105	110	98	96
CCOC(=O)CCN(C(=S)Nc1ccccc1)C1CCCCC1	92	106	106	116	116	113	105	96

The listing continues:
SMILES	TK-10	UO-31	SN12C	OVCAR-4	OVCAR-5	IGROV1	SK-OV-3	786-0
COc1ccc(C2N(c3ccc(C)cc3)N=C(C(C)=O)N2[C@H]2[C@H](OC(C)=O)O[C@H](COC(C)=O)[C@@H](OC(C)=O)[C@@H]2OC(C)=O)cc1 (stereo not given in full)	98	53	82	75	81	90	119	90
O=c1c2cc(-c3ccccc3)sc2nc2sc(-c3ccccc3)nn12	84	94	104	105	115	109	108	93
COc1ccc(OC)c(NCc2nnc(-c3ccc(OC)c(OC)c3)o2)c1	109	76	89	103	103	101	96	96
COc1ccc(S(=O)(=O)NCCCNc2nccc(-c3cn(C(C)(C)C)nc3-c3ccc(F)c(OC)c3)n2)cc1	116	73	103	105	121	96	107	98
COC(=O)c1nc(-c2ccc(C)cc2)oc1N1CCOCC1	82	84	93	109	88	89	95	82
CCCC(C(=O)OCCN(CC)CC)(c1ccccc1)c1ccccc1	88&107&83	43&64&62	94&106&97	104&109&82	99&96&90	78	95&103&89	89&102&74
O=C(NCCCNc1cc(-c2cn(-c3ccccc3)nc2-c2cccc(O)c2)ccn1)c1cccc(O)c1	115	86	77	68	107	84	69	64
CNC(=O)CCCC(=O)NCc1ccc(Cl)cc1Cl	106	92	97	118	105	111	82	105
O=C(/C=C\c1ccc(O)c(O)c1)c1ccccc1O	89	50	72	75	103	46	97	100
CCOC(=O)CC[C@H](NC(=O)c1ccc(N(C)Cc2cnc3nc(N)nc(N)c3n2)c2ccccc12)C(=O)OCC	44	21	36	91	56	24	51	28
O=c1c2sc3ncccc3c2nnn1-c1ccccc1	126	91	99	103	101	106	105	100
O=C(Sc1ccccc1C(=S)S)c1cccnc1	106	100	103	101	106	106	103	105
O=C(NCc1cc(=O)n(-c2ccccc2)[nH]1)c1ccc(-c2ccccc2)cc1	98	85	96	89	107	103	113	88
N#Cc1ncn(C2OC(CO)C(O)C2O)c1N (stereo not given)	97	86	97	106	102	118	95	110
Cc1cccc2cc(-c3cc(-c4ccccc4)nc(N)n3)c(Cl)nc12	107	/	86	87	118	112	106	86
